Screening results (PubChem BioAssay)
HT1080-NT tox – qHTS for induction of synthetic lethality in tumor cells producing 2HG: qHTS for the HT-1080-NT fibrosarcoma cell line. HT-1080-NT fibrosarcoma viability, CellTiter-Glo ATP luminescence, 48 h. Potency, µM (series often up to 46.1 µM), for the others: at the highest dose activity, negative = less viability, usual class: cytotoxic. 360,000 compounds, 1.6% hits;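 note: NT is the 2HG producing partner of a matched IDH1 knockdown line; potency is the fitted concentration of half-maximal effect; 0% = DMSO-treated cells and -100% = media-only wells without cells; nearly all actives have a fitted effect of over 55% in size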
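Fibrosarcoma NT cells, 750 per well in 5% FBS RPMI, were exposed to compound for 48 hours. Viability: CellTiter-Glo luminescence.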
IL-1B inflam inh – qHTS for Inhibitors of Inflammasome Signaling: IL-1-beta AlphaLISA Primary Screen | THP-1 LPS/ATP IL-1B secretion, AlphaLISA, 16 h; active compounds read low | activity change, % at 57.5 µM | 360,000 compounds, 4.7% hits; in the data active = activity change below about -50%; inconclusive = mostly about -30% to -49%; note: % is set by controls: 0 for no effect and ±100 for the full control effect
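Secreted IL-1B measured by AlphaLISA bead assay after 16 h compound exposure of THP-1 cells; compounds (final up to 57.5 uM) added 1 h before LPS (250 ng/mL) and ATP (1.25 mM) stimulation; lower signal means less secretion.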
HEK293 tox – qHTS of GLP-1 Receptor Inverse Agonists: Cytotox Screen. HEK293 cAMP-luciferase reporter cells, luminescence, 24 h. 410,000 compounds, 0.13% hits. Potency, µM (highest dose often 38.3 µM), inactives show at the top dose activity change, negative = inhibition, usual class: inhibitors;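 note: loss of luciferase light is scored as toxicity; potency is the fitted concentration of half-maximal effect; % is set by controls: 0 for no effect and ±100 for the full control effect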
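Compound-treated cells are incubated 24 hr at 37 deg C under 5% CO2 after a 12 hour attachment period, then luciferase detection reagent is added and luminescence is measured following 12 min at room temperature; lowered signal indicates toxicity.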
KB-V1 MDR tox – qHTS assay for MDR1-selective chemotherapeutics: Primary screen using the drug-selected MDR subline cells KB-V1. Potency, µM (doses to about 46.1 µM), inactives show at the top dose activity change, negative = cytotoxicity, usual class: cytotoxic. KB-V1 MDR cells viability, CellTiter-Glo, 72 h. 400,000 compounds, 3.4% hits. AID 1347076, 2019; note: potency is the fitted concentration of half-maximal effect; % is set by controls: 0 for no effect and ±100 for the full control effect; nearly all actives have a fitted effect of over 60% in size
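Cells of the MDR subline KB-V1 are plated, dosed with compound at multiple concentrations, and incubated 72 h at 37 degrees C; CellTiter-Glo is then added and luminescence read after 10 min.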
SW480 rereplic – A quantitative high throughput screen for small molecules that induce DNA re-replication in SW480 colon adenocarcinoma cells; 340,000 compounds, 1.8% hits; SW480 DNA re-replication, Hoechst DNA content imaging, 48 h; AID 624297, 2012; Potency, µM (top dose mostly 46.1 µM), for the others: top-dose re-replication activation, usual class: activators; note: potency is the fitted concentration of half-maximal effect; % of control where 0% means no effect; nearly all actives have a fitted effect of over 55% in size
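SW480 cells exposed to compounds for 48 hr at 37 C, 5% CO2, then Hoechst-stained 40 min. Nuclear DNA content imaged by fluorescence scanning (405 nm excitation, 500-530 nm emission); re-replication scored as increased high-intensity nuclei.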
MCF10A rerep – A quantitative high throughput screen for small molecules that induce DNA re-replication in MCF 10a normal breast cells. Potency, µM (titrated, usually from 46.1 µM), without a hit: at the top dose activity, positive = re-replication, actives largely listed as activators. MCF 10A DNA re-replication, Hoechst nuclear intensity, 48 h. AID 624296, 2012. 350,000 compounds, 2.9% hits; note: potency is the fitted concentration of half-maximal effect; % of control where 0% means no effect; nearly all actives have a fitted effect of over 50% in size
HT1080 IDH1KD tx – qHTS for induction of synthetic lethality in tumor cells producing 2HG: qHTS for the HT-1080-IDH1KD cell line. HT-1080 IDH1 knockdown viability, ATP luminescence, 48 h. Potency, µM (doses to about 46.1 µM), inactives show at the top dose activity, negative = toxicity, hits mostly cytotoxic. 360,000 compounds, 2% hits;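 note: potency is the fitted concentration of half-maximal effect; 0% = DMSO wells and -100% = cell-free medium wells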
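% activity derives from luminescence (CellTiter-Glo), normalised to DMSO and no-cell wells. HT-1080-IDH1KD cells, 750/well, had 48 h compound exposure at 37 °C.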
D3 ag – qHTS of D3 Dopamine Receptor Agonist: qHTS; D(3) dopamine receptor (Homo sapiens), P35462; D3R DiscoveRx beta-arrestin cells, luminescence, 90 min; max activation, %; 410,000 compounds, 0.58% hits; AID 652048, 2013; in the data active = max activation above about 30%; note: 0% is about no effect; mostly tested at two doses, the higher about 12 µM
Target sequence (P35462 whole entry, looked up): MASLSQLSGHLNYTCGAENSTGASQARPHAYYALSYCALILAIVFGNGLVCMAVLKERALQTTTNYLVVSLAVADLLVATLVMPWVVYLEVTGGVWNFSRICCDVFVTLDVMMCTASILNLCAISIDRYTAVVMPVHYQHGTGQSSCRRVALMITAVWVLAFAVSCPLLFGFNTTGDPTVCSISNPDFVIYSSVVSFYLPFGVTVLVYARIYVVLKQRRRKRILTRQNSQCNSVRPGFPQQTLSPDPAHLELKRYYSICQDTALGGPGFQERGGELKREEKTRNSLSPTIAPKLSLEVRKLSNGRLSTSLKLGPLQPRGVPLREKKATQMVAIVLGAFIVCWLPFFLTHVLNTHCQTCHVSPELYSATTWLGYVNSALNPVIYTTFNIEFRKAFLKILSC
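Agonist-mode cell screen: cells plated at 1500/well and incubated overnight at 37 °C, then exposed to library compounds for 90 min at 37 °C. Detection reagent was added for 30–60 min at room temperature, and luminescence was read.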
KB-3-1 cytotox – qHTS assay for MDR1-selective chemotherapeutics: Primary screen using the parental adenocarcinoma cell KB-3-1; Potency, µM (doses to about 46.1 µM), inactives show at the highest dose activity change, negative = cytotoxic, most hits filed as cytotoxic; 400,000 compounds, 1.4% hits; KB-3-1 viability, CellTiter-Glo ATP luminescence, 72 h; note: potency is the fitted concentration of half-maximal effect; % is set by controls: 0 for no effect and ±100 for the full control effect; nearly all actives have a fitted effect of over 60% in size
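Using CellTiter-Glo luminescence, growth of non-resistant KB-3-1 adenocarcinoma cells is assessed 72 h after pin-tool compound addition at 37 °C. Normalized responses across the concentration series yield fitted curves.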
Numbers without * were called inactive; u = inconclusive; x = no result given; & = joins results of further samples; [ ] = another dose, or the depositor's remark. Unless noted, calls come from the whole dose curve; as a rule, active = well fitted curve in the direction sought with a large enough effect; inconclusive = small, poorly fitted or top-dose-only effect, or another doubt; inactive = no such curve, though single readings can be large; an effect the other way counts as inactive or inconclusive.

SMILES	HT1080-NT tox	IL-1B inflam inh	HEK293 tox	KB-V1 MDR tox	SW480 rereplic	MCF10A rerep	HT1080 IDH1KD tx	D3 ag	KB-3-1 cytotox
CC1(C(=O)NS(=O)(=O)Cc2cccc(Cl)c2)CCN1C(=O)C1CCCCC1 (stereo not drawn)	14%	28	-3%	3%	x	x	6%	-16	0%
COC(=O)[C@]1(Cc2ccccc2)N[C@H](CN(C)C(=O)Nc2ccc(Cl)cc2)[C@@H]2C(=O)N(Cc3ccccc3)C(=O)[C@@H]21	-3%	-64*	-6%	7%	-14%	u	-1%	-4	-14%
CCCC(=O)Nc1ccc(NC(=S)NC(=O)c2cccs2)cc1	-2%	-15	-18%	u	u	1%	-12%	1	-6%
CCN1CCN(C(c2cc3cc4c(cc3[nH]c2=O)OCO4)c2nnnn2C(C)(C)CC)CC1 (stereo not drawn)	1%	0	-7%	-19%	-1%	1%	-10%	-16	-10%
NC(=O)c1cc(S(=O)(=O)N2CC=C(c3ccccc3)CC2)cs1	12%	16	2%	1%	23%	0%	14%	-5	-9%
O=C1c2ccccc2-c2c1cccc2C(=O)N1CCCCCC1	0%	9	7%	0%	23µM*	-2%	7%	-2	u
CC1=Nc2cc(C(=O)NCCCN3CCOCC3)ccc2Sc2c(C)ccc(C)c21	16µM*	-73*	-18%	u	16µM*	u	21µM*	-8	u
Cc1cccc(CCNC(=O)C2CCN(c3nc4ccccc4nc3C(F)(F)F)CC2)c1	x	x	4%	0%	x	x	x	-2	1%
COc1ccc(CCN=C(N)NS(=O)(=O)c2ccc(C)c(C)c2)cc1OC	5%	-19	-1%	u	-7%	4%	-14%	1	14%
Cc1ccc(-c2csc(NC(=O)CSc3nc4ccccc4c(=O)n3CCCN(C)C)n2)cc1	u	-97*	5%	u	u	u	23µM*	-6	u
Cc1cccc(CCNC(=O)c2cc(S(=O)(=O)N3CCCC3)cn2C)c1	0%	-15	3%	6%	6%	3%	0%	0	-1%
CCOc1ccccc1CNC(=O)Cn1ccc2cc(S(=O)(=O)N3CCCCCC3)ccc21	0%	u	9%	-11%	-9%	u	-9%	-7	u
O=C(Nc1ccc2c(c1)OCCO2)c1ccc(Br)o1	-1%	-11	-14%	-19%	-6%	-2%	-1%	1	-11%
C[C@]12CCC(O)CC1CCC1C2CC[C@]2(C)C(c3cc(C(F)(F)F)n[nH]3)CCC12 (stereo partly drawn)	0%	20	17%	-2%	-15%	14%	0%	7	-18%
COc1cc(OC)cc(C(=O)Nn2cc(C(=O)Nc3ccccc3F)c3ccccc3c2=O)c1	-15%	-8	-5%	-27%	20%	u	-11%	-8	8%
Cc1ccc(NC(=S)NNC(=O)Nc2ccccc2)cc1	3%	2	0%	7%	0%	-4%	6%	-18	0%
Nc1cc(C(=O)OCC(=O)Nc2ccc(N3CCOCC3)cc2)ccc1Cl	0%	-3	4%	u	3%	-4%	-2%	-15	-7%
O=C(COC(=O)C1C2CC3OC(=O)C1C3C2)Nc1ccc(F)cc1 (stereo not drawn)	14%	-3	0%	0%	-11%	1%	15%	2	8%
Cc1ccc(CC(=O)N(Cc2ccccc2)c2ccccn2)cc1	3%	8	21%	5%	-6%	8%	19%	2	-1%
CC1(C(=O)Nc2ccc3[nH]ncc3c2)CCN1C(=O)C/C=C/c1ccccc1 (stereo not drawn)	-2%	-25	-10%	u	x	x	1%	4	16%
COc1ccc(C(C)C)cc1-c1ccc2nncn2c1	3%	16	6%	1%	x	x	4%	4	0%
Cc1cccc(NC(=O)CSc2c(C)cnc3c2c(=O)n(C)c(=O)n3C)c1C	x	x	-12%	2%	x	x	x	5	13%
CCN(CC)CCN(C(=O)c1ccc2ccccc2c1)c1nc2cc3c(cc2s1)OCO3	-15%	u	-2%	19%	u	6%	-6%	-20	4%
COc1cc(NC(=O)OCc2ccccc2)c2ncccc2c1	-3%	-8	17%	-22%	-5%	u	-2%	34*	7%
CCO[C@H]1OC(C(=O)N2CCN(Cc3ccccc3)CC2)=C[C@@H](c2ccc(C(F)(F)F)cc2)[C@@H]1CCCO	-3%	-60*	-12%	0%	8%	2%	-12%	-10	u
CC1CCCN(C(=O)Cn2c3ccccc3c3nc4n(c(=O)c32)CCS4)C1 (stereo not drawn)	-11%	12	-6%	-22%	0%	-2%	0%	4	-1%
O=C1CCN(Cc2ccccc2)C=C1c1ccc(C(F)(F)F)cc1	-3%	16	3%	0%	20%	5%	-16%	0	0%
CCOC(=O)c1nn(-c2ccccc2C)c2nc(-c3ccc(C)cc3)c(C#N)c(=O)n12	-3%	-10	-6%	-15%	1%	-4%	-10%	-11	0%
N#Cc1c(Cc2cccc3ccccc23)nn(CCO)c1N	x	x	x	0%	-4%	-28%	x	x	10%
Cc1ccc(C2=NN(CC(=O)NCCC(C)C)C(=O)CC2)cc1	0%	0	5%&1%	-4%	-7%	-20%	-3%	-12&-14	-6%
Cc1ccc(/C=C/S(=O)(=O)NCC(=O)OCC(=O)NCc2ccccc2)cc1	-1%	13	4%	x	9%	-2%	1%	2	x
COc1cc(/C=N/NC(N)=O)c(Br)cc1OCC(=O)Nc1ccccc1C	9%	21	-20%	12%	13%	u	9%	3	-3%
COc1ccc(-c2[nH]n(-c3ccc([N+](=O)[O-])cc3)c(=O)c2C=NCc2ccncc2)cc1	1%	u	u	-1%	-6%	-28%	u	-19	0%
CCOC(=O)Cc1nn(CC)c(=O)c2ccccc12	-2%	13	2%	-4%	-11%	u	-3%	4	-3%
CCc1ccccc1NC(=O)C(=O)NCCc1sc(-c2cccc(F)c2)nc1C	x	x	1%	5%	x	x	x	8	2%
CCCC(=O)Nc1ccc2c(c1)nc1n2CCN(C2CCCCC2)C1	-18%	5	18%	u	-10%	2%	-22%	-8	7%
CCCNC(=O)C(Cc1cccc(Cl)c1)NC(=O)c1ccc(C#N)cc1 (stereo not drawn)	0%	-20	-3%	-20%	0%	19%	-1%	-2	-3%
Cc1nn2c(=O)cc(COC(=O)COc3ccc(F)cc3)nc2s1	x	x	1%	u	x	x	x	4	-10%
O=C1NC[C@H](CCCCN2C[C@H](Cc3ccccc3)N(CCc3ccccc3)C(=O)C2=O)N(CCc2ccc(O)cc2)C1=O	-4%	22	6%	-2%	x	x	11%	-7	16%
C/C(=N/NC(=O)CSc1nc2ccccc2n1C)c1ccncc1	4%	-22	-2%	-7%	-4%	0%	-2%	-17	-3%
COC(=O)c1sc2ccccc2c1NC(=O)c1coc2ccccc2c1=O	4%	24	-20%	12%	-2%	7%	5%	9	10%
O=C(NCCOc1ccccc1F)C1CCC(=O)N(CCc2cccc(F)c2)C1 (stereo not drawn)	0%	-5	-3%	-4%	-1%	-1%	-4%	-6	-8%
CCC(COC)NC(=O)CCc1nnc(Cc2cccc(C(F)(F)F)c2)o1 (stereo not drawn)	10%	-1	-8%	10%	-9%	1%	15%	4	-1%
CCc1cc(CNC(=O)CC2C(=O)NCCN2Cc2c(F)cccc2Cl)on1 (stereo not drawn)	6%	5	-2%	5%	-107%[inhibitor]	-2%	15%	2	0%
CCCCn1c(N)c(N(CC(C)C)C(=O)Cn2c(=O)oc3ccccc32)c(=O)[nH]c1=O	4%	19	1%	26%	-414%[inhibitor]	3%	6%	8	5%
CN(Cc1cc(Cl)cc(Cl)c1)CC(C(=O)c1ccccc1)c1ccccc1 (stereo not drawn)	-22%	-79*	u	-38%	13µM*	16µM*	u	-4	u
Cc1cc(CNC(=O)[C@H]2C[C@@H]2[C@H](NP(=O)(c2ccccc2)c2ccccc2)c2ccccc2)nn1C	2%	6	3%	0%	2%	3%	2%	14	3%
O=C(C1=C(O)C(=O)N(CC2CCCO2)C1c1cccc(Cl)c1)c1ccco1 (stereo not drawn)	0%	11	-2%	u	u	15%	2%	-14	-5%
Cc1cc(C(=O)NNC(=O)c2ccc(Cl)cc2)no1	14%	-9	16%	5%	4%	u	19%	-8	-2%
COc1ccc(C)cc1N(CC(=O)N1CCCCCC1)S(=O)(=O)c1ccc(C)cc1	3%	-11	14%	-19%	-1%	9%	4%	3	0%
Cc1ccccc1NC(=O)CN1C(=O)CSc2ccc(S(=O)(=O)N3CCCCC3)cc21	-3%	0	-10%	-2%	-19%	-5%	-10%	-1	-16%
Cc1ccc(C)c(NC(=O)COc2coc(CN3CCc4ccccc4C3)cc2=O)c1	-11%	-7	-19%	u	-38%[inhibitor]	u	-5%	8	-25%
COC(=O)C1=C(C(=O)OC)[C@@H]2N(C)c3ccccc3[C@@]23C[C@@H](CO)N(C(=O)C2CCC2)C3=N1	9%	-24	8%	-5%	-2%	11%	-2%	-20	-4%

A stretch from the list above, as a working copy:
SMILES	HT1080-NT tox	IL-1B inflam inh	HEK293 tox	KB-V1 MDR tox	SW480 rereplic	MCF10A rerep	HT1080 IDH1KD tx	D3 ag	KB-3-1 cytotox
O=C(NCCOc1ccccc1F)C1CCC(=O)N(CCc2cccc(F)c2)C1 (stereo not drawn)	0%	-5	-3%	-4%	-1%	-1%	-4%	-6	-8%
CCC(COC)NC(=O)CCc1nnc(Cc2cccc(C(F)(F)F)c2)o1 (stereo not drawn)	10%	-1	-8%	10%	-9%	1%	15%	4	-1%
CCc1cc(CNC(=O)CC2C(=O)NCCN2Cc2c(F)cccc2Cl)on1 (stereo not drawn)	6%	5	-2%	5%	-107%[inhibitor]	-2%	15%	2	0%
